APEX1 inh = qHTS Assay for Inhibitors of the Human Apurinic/apyrimidinic Endonuclease 1 (APE1); DNA repair nuclease/redox regulator APEX1 (Homo sapiens), P27695; recombinant APE1, TAMRA/BHQ-2 abasic DNA cleavage fluorescence; Potency, µM (highest dose often 65.8 µM), inactives show at the highest dose activity change, negative = inhibition, most hits filed as inhibitors; 350,000 tested, 0.35% active; AID 2517, 2012;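 note: plate controls were vehicle for no effect and reference inhibitor for full effect; nearly all actives have a fitted effect of over 55% in size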
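Activity was derived from the fluorescence gain between first and third kinetic reads (60 s intervals, ex 525/em 598 nm) after 50 nM THF-abasic TAMRA/BHQ-2 duplex was added to 0.75 nM APE1 preincubated 15 min with compound.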
BAZ2B inh = qHTS Assay for Inhibitors of BAZ2B; 360,000 tested, 4.4% active; AID 504333, 2011; AlphaScreen BAZ2B-H3K14Ac peptide displacement; Bromodomain adjacent to zinc finger domain protein 2B (Homo sapiens), Q9UIF8; Potency, µM (series often up to 114 µM), without a hit: at the top dose activity change, negative = inhibition, hits mostly inhibitors; note: % is set by controls: 0 for no effect and ±100 for the full control effect; nearly all actives have a fitted effect of over 60% in size
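In this displacement format the biotinylated H3(5-23) peptide acetylated at Lys14 serves as ligand at 50 nM, with BAZ2B at 50 nM in PBS pH 7.4 containing 0.01% Tween-20. Donor and acceptor beads are 10 ug/mL final.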
G9a block = qHTS Assay for Inhibitors of Histone Lysine Methyltransferase G9a | G9a H3K9 monomethylation, AlphaScreen, 2 h | AID 504332, 2011 | Histone-lysine N-methyltransferase EHMT2 (Homo sapiens), Q96KQ7 | Potency, µM (highest dose often 102 µM), for the others: at the top dose activity, negative = inhibition, hits mostly inhibitors | 350,000 tested, 8.8% active; note: % is set by controls: 0 for no effect and ±100 for the full control effect; nearly all actives have a fitted effect of over 75% in size
Target sequence (Q96KQ7 913-1193 limits assumed): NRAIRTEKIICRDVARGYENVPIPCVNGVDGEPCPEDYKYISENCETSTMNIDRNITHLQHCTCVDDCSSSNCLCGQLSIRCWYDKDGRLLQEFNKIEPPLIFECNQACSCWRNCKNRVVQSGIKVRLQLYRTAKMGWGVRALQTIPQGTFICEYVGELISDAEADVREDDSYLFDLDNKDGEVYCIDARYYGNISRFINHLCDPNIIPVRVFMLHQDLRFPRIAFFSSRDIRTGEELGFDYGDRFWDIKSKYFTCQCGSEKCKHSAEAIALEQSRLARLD
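Using a bead-based AlphaScreen, monomethylated H3K9 product from 2 h room-temperature reactions (G9a 20 nM, peptide 500 nM, SAM 20 uM) was detected with 0.5 ug/mL rabbit anti-H3K9me1 antibody.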
Pol kappa inh = qHTS for Inhibitors of Polymerase Kappa | DNA polymerase kappa (Homo sapiens), Q9UBT6 | purified Pol kappa, fluorescent DNA synthesis assay, 10 min | Potency, µM (doses to about 107 µM), for the others: top-dose activity, negative = inhibition, actives largely listed as inhibitors | 400,000 tested, 0.53% active; note: % is set by controls: 0 for no effect and ±100 for the full control effect
Target sequence (Q9UBT6 whole entry, looked up): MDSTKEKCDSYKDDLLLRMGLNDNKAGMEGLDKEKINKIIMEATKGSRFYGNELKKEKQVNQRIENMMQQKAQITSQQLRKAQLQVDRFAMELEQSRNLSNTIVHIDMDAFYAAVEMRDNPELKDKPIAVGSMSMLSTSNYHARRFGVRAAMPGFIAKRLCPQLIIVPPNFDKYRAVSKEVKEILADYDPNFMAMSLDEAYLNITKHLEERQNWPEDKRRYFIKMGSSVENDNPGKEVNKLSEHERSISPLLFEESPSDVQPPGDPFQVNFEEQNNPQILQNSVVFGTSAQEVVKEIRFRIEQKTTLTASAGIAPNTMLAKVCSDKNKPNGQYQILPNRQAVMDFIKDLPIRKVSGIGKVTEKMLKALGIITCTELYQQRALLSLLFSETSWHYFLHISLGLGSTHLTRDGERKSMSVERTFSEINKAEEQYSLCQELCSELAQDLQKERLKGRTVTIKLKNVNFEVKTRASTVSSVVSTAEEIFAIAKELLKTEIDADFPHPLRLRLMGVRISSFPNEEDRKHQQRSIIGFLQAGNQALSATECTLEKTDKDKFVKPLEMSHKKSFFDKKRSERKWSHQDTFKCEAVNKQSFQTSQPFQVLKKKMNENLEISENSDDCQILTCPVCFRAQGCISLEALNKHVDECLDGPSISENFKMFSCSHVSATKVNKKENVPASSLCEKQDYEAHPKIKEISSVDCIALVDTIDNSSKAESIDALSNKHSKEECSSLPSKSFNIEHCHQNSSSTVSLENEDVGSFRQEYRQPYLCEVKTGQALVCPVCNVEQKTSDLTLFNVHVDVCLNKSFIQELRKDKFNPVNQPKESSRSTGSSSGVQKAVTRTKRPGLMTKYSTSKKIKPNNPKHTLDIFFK
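Enzyme at 10 nM met test compounds for 15 min at room temperature. Substrate addition (50 nM final) began the reaction, which was monitored by fluorescence at 0 and 10 min.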
POLI inh = qHTS for Inhibitors of Polymerase Iota. DNA polymerase iota (Homo sapiens), Q9UNA4. Pol iota fluorescent replication assay, 10 min. Potency, µM (titrated, usually from 115 µM), without a hit: at the highest dose activity, negative = inhibition, most hits filed as inhibitors. 390,000 tested, 1% active
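Fluorescent replication assay read twice, at 0 min and 10 min after adding 50 nM (final) substrate. Enzyme (10 nM) and compounds were first incubated 15 min at room temperature; enzyme-free buffer wells were negative controls.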
POLH inh = qHTS for Inhibitors of Polymerase Eta | recombinant Pol eta, fluorescent DNA replication assay | Potency, µM (highest dose often 114 µM), for the others: top-dose activity change, negative = inhibition, actives largely listed as inhibitors | 390,000 tested, 1.2% active; note: % is set by controls: 0 for no effect and ±100 for the full control effect
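Fluorescent replication assay: 50 nM final substrate added after a 15 min room-temperature compound preincubation with 10 nM enzyme. Signal taken at 0 min and again at 10 min.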
JMJD2A Tudor = qHTS Assay for Inhibitors of JMJD2A-Tudor Domain; Lysine-specific demethylase 4A (Homo sapiens), O75164; AlphaScreen JMJD2A-Tudor / H3K4me3 peptide binding; Potency, µM (titrated, usually from 114 µM), without a hit: at the top dose activity change, negative = inhibition, usual class: inhibitors; 390,000 tested, 4.4% active; AID 504339, 2011; note: % is set by controls: 0 for no effect and ±100 for the full control effect; nearly all actives have a fitted effect of over 50% in size
POLB inh = qHTS Assay for Inhibitors of DNA Polymerase Beta. P06746. Pol beta primer extension/strand displacement, fluorescence kinetic. Potency, µM (titrated, usually from 114 µM), for inactives: at the top dose activity change, negative = inhibition, hits mostly inhibitors. 340,000 tested, 1.3% active; note: % is set by controls: 0 for no effect and ±100 for the full control effect
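Reaction started by 50 nM substrate onto compound-treated Pol beta (10 nM, 15 min preincubation, room temperature); plates read at 0 min and 10 min. Normalized concentration-effect data fitted by four-parameter Hill equation.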
BLM helicase inh = qHTS Assay for Inhibitors of Bloom's syndrome helicase (BLM); recombinant BLM DNA unwinding, fluorescence dequenching; 350,000 tested, 0.2% active; Potency, µM (top dose mostly 56.1 µM), inactives show at the highest dose activity change, negative = inhibition, hits mostly inhibitors;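 note: plate controls were vehicle for no effect and no enzyme for full effect; nearly all actives have a fitted effect of over 35% in size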
* = called active by the depositor; ? = inconclusive; . = no result given; [ ] = dose if it differs, or a comment. Calls come from the whole dose curve; as a rule, active = well fitted curve in the direction sought with a large enough effect; inconclusive = small, poorly fitted or top-dose-only effect, or another doubt; inactive = no such curve, though single readings can be large; an effect the other way counts as inactive or inconclusive. Potency is the fitted concentration of half-maximal effect.

No. | molecule | APEX1 inh | BLM helicase inh | G9a block | JMJD2A Tudor | POLH inh | POLI inh | POLB inh | Pol kappa inh | BAZ2B inh
1 | CCOc1ccccc1C(=O)Nc1ccc(NC(=O)c2ccccc2)cc1 | 51.4%[activator] | -0.1% | -30.0% | 3.7% | -4.2% | 2.6% | -12.4% | 3.2% | -25.1%
2 | CCNC(=O)CC1C(=O)N(c2ccc(C)cc2)C(=O)N1CCc1ccc(OC)c(OC)c1 (stereo not given) | ? | 3.1% | 12.3% | -10.7%[57.1 µM] | -9.8% | 27.5% | 8.4% | -4.6% | 2.5%
3 | O=C1/C(=C/c2cccnc2)CC/C1=C\c1cccnc1 | -3.4% | -0.6% | -46.5% | -3.5% | -9.2% | 11.6% | 0.2% | -7.6% | .
4 | Cc1cc(C)nc(Nc2n[nH]c(-c3ccccc3Br)n2)n1 | -1.2% | -5.1% | ? | -2.5% | -3.4% | 22.3% | -7.7% | -7.5% | -31.7%
5 | CCOC(=O)N1CCC(NC(=O)CSCc2cnn(-c3ccccc3)c2-n2cccc2)CC1 | 2.4% | -1.9% | 1.8% | -20.7% | -14.1% | 11.7% | 17.6% | -17.3% | -32.3%
6 | O=C(NC1CCCCCC1)C(=S)N1CCOCC1 | -0.3% | -11.0% | ? | 79.4µM* | -5.5% | 159.0%[activator] | -22.7% | 1.2% | ?
7 | c1ccc(CNC2=NCCCCC2)cc1 | -0.3% | 2.5% | 22.7% | -4.4% | -11.5% | 23.7% | -7.8% | -4.9% | 21.3%
8 | O=S(=O)(c1ccccc1)N(CC(F)(F)F)c1ccc(C(O)(C(F)(F)F)C(F)(F)F)cc1 | -3.6% | -14.6% | 26.8%[59 µM] | . | . | ? | . | ? | .

Some of the entries above, reformatted.
Each structure is followed by: APEX1 inh | BLM helicase inh | G9a block | JMJD2A Tudor | POLH inh | POLI inh | POLB inh | Pol kappa inh | BAZ2B inh
(5) CCOC(=O)N1CCC(NC(=O)CSCc2cnn(-c3ccccc3)c2-n2cccc2)CC1
  2.4% | -1.9% | 1.8% | -20.7% | -14.1% | 11.7% | 17.6% | -17.3% | -32.3%
(6) O=C(NC1CCCCCC1)C(=S)N1CCOCC1
  -0.3% | -11.0% | ? | 79.4µM* | -5.5% | 159.0%[activator] | -22.7% | 1.2% | ?

Next structures follow:
No. | molecule | APEX1 inh | BLM helicase inh | G9a block | JMJD2A Tudor | POLH inh | POLI inh | POLB inh | Pol kappa inh | BAZ2B inh
9 | Cc1cc(C)c2c(=O)[nH]c(SCC(=O)NCc3ccccc3)nc2n1 | 6.5% | 2.7% | 13.3% | -9.4% | 0.0% | -3.6% | 5.8% | -1.0%[60.1 µM] | 0.5%
10 | O=C(COC(=O)COc1ccc2ccccc2c1)Nc1cc(C(F)(F)F)ccc1N1CCOCC1 | -7.0% | -12.1% | 22.4%[59 µM] | -19.6% | -11.8% | -18.6% | -10.9% | -12.3% | 5.4%
11 | COC(=O)c1ccc(NC(=O)CN(Cc2ccccc2)S(=O)(=O)c2ccc(C)cc2)cc1 | . | -15.2% | -10.9%[59 µM] | -17.6% | -19.3% | 1.4% | 2.5% | -24.6% | -4.8%
12 | O=C(Cn1c(CN2CCCCC2)nc2ccccc2c1=O)NC1CCCCC1 | -5.6% | -6.0% | ? | -10.1% | -15.3% | 2.0% | 5.8% | -8.1% | -20.9%
13 | COc1cccc2[nH]c3c(=O)n(CCN(C)C)cnc3c12 | 3.1% | -0.8% | -42.2% | -15.1% | -7.5% | 5.1% | 10.9% | -7.0% | 0.8%
14 | COc1cccc2c1CCC1=CC(=O)CC[C@@]12C | 2.9% | 4.6% | -2.2%[2.33 µM] | . | . | . | . | -6.9%[60.1 µM] | .
15 | COCCCNC(=O)c1ccc(NC(C)=O)cc1 | -11.3% | -6.4% | -2.5% | -10.9% | 4.2% | 12.5% | 12.2% | -11.6% | -13.5%
16 | COc1ccc(C)c2sc(NC(=O)c3cccc(N4C(=O)CCC4=O)c3)nc12 | 16.4% | -4.2% | 9.9% | -12.0% | 3.9% | -2.8% | 19.4% | -0.2% | -4.4%
17 | Cc1cc(NC(=O)CSC2=NCCS2)no1 | 2.2% | 2.6% | 2.4%[12.7 µM] | -20.1% | -1.8% | ? | -0.7% | -13.1% | 0.0%
18 | CCCN1CNC(=S)N(c2ccc(C)cc2C)C1 | 2.3% | -0.7% | 4.4% | -20.6% | -4.1% | 48.5%[activator] | -1.6% | -12.9% | -16.7%
19 | CCCN(CC(=O)Nc1ccc(F)c(F)c1F)C(=O)Cn1c(=O)cnc2ccccc21 | 7.8% | . | 3.7%[0.501 µM] | -10.3% | -14.4% | 23.4% | . | -8.9% | -4.3%
20 | CCCCCCCCCCCCN1[C@@H](CC(=O)O)c2cc(C(F)(F)F)ccc2S1(=O)=O | . | . | . | ? | 44.7µM* | ? | . | ? | .
21 | O=C(CSCc1c(Cl)cccc1Cl)Nc1ccc2c(c1)OCCO2 | -2.4% | -3.7% | -10.2%[59 µM] | 1.4% | -10.0% | 5.1% | 3.5% | -17.7% | -10.0%
22 | CCC1(CC)Cc2ccccc2C(=O)N1 | -0.3% | 3.3% | 17.7% | 5.2% | -12.7% | 69.5%[activator] | -17.5% | -1.1% | 0.2%
23 | CCOCCCNC(=O)c1ccc2c(=O)n(CCCOCC)c(=S)[nH]c2c1 | -3.7% | -2.1% | 10µM* | -10.6% | 10.7% | 64.3%[activator] | 23.4% | -2.4% | -18.8%
24 | COc1cc(OC)cc(C(=O)NCC(=O)OCC(=O)c2cc(C)n(Cc3ccco3)c2C)c1 | -3.0% | -13.4% | -19.6%[59 µM] | ? | -18.2% | ? | -3.0% | -28.9% | ?
25 | CCOc1ccc(N2CC(C(=O)Nc3ccc(S(=O)(=O)NCC4CCCO4)cc3)CC2=O)cc1 (stereo not given) | 18.7% | -3.4% | ? | 1.4% | -24.7% | 133.0%[activator] | -20.6% | 2.3% | -22.6%
26 | C[C@@H]1COC(=O)[C@H](CC(=O)OC(C)(C)C)C/C=C\C[C@@H](CC(=O)NCCO)C(=O)N1 | -15.9% | . | . | -12.7% | -4.0% | 23.6% | . | -16.3% | .
27 | O=C(Nc1cccnc1)c1scc2c1OCCO2 | -6.1% | 1.8% | 2.7% | 2.5% | -2.8% | -12.4% | 42.0% | -6.8% | -4.3%
28 | O=C(Cn1cnc2ccccc2c1=O)Nc1nnc(SCc2ccccc2)s1 | -4.0% | 0.0% | 28.3%[12.7 µM] | -9.4% | -6.6% | -7.9% | 11.4% | 4.4%[60.1 µM] | -1.6%
29 | COc1ccc(C)cc1NC(=O)C(OC(=O)CNC(=O)c1cccc(F)c1)c1ccccc1 (stereo not given) | 9.7% | -2.8% | ? | -12.7% | -9.7% | -19.7% | -2.2% | -14.7% | 15.3%
30 | Cc1c(C)n(C(=O)CN2CCN(c3ccccc3)CC2)c2ccccc12 | -2.3% | -0.5% | 50.1µM* | ? | -2.0% | -16.2% | -11.3% | -23.7% | ?
31 | COc1ccc(NC(=O)N2C3CCCC2CC(NC(=O)C2CC2)C3)cc1 (stereo not given) | 2.3% | 0.7% | 9.5% | 9.9% | -22.1% | 67.9%[activator] | 10.4% | -1.2% | 2.8%
32 | CCc1nnc(NC(=O)C(=O)NCCOC(=O)c2ccccc2)s1 | 23.8% | 3.0% | ? | ? | 1.4% | 12.5% | 12.7% | 0.5%[60.1 µM] | ?

Part of the list above with just Pol kappa inh, BLM helicase inh and JMJD2A Tudor.
#	SMILES	Pol kappa inh	BLM helicase inh	JMJD2A Tudor
28	O=C(Cn1cnc2ccccc2c1=O)Nc1nnc(SCc2ccccc2)s1	4.4%[60.1 µM]	0.0%	-9.4%
29	COc1ccc(C)cc1NC(=O)C(OC(=O)CNC(=O)c1cccc(F)c1)c1ccccc1 (stereo not given)	-14.7%	-2.8%	-12.7%
30	Cc1c(C)n(C(=O)CN2CCN(c3ccccc3)CC2)c2ccccc12	-23.7%	-0.5%	?
31	COc1ccc(NC(=O)N2C3CCCC2CC(NC(=O)C2CC2)C3)cc1 (stereo not given)	-1.2%	0.7%	9.9%

Next part:
No. | molecule | APEX1 inh | BLM helicase inh | G9a block | JMJD2A Tudor | POLH inh | POLI inh | POLB inh | Pol kappa inh | BAZ2B inh
33 | c1cc2c(cc1-n1cnnn1)OCO2 | -2.0% | 1.9% | 34.4% | -2.1% | -10.6% | 34.5%[activator] | 5.7% | -2.6% | -3.5%
34 | COc1ccc(C)cc1NC(=O)c1ccc2c(c1)nnn2C1CCCC1 | . | -4.6% | 7.3%[59 µM] | -4.9% | -10.2% | 2.3% | 22.2% | 24.7% | -7.5%
35 | CN(CCc1ccccn1)c1ccc([N+](=O)[O-])cn1 | 11.3% | -1.7% | -2.8%[59 µM] | -6.1% | -25.0% | -4.7%[58.9 µM] | ? | -3.7% | -9.4%
36 | O=C(NCCO)Nc1ccc2nc(-c3ccco3)c(-c3ccco3)nc2c1 | -2.7% | ? | . | . | . | . | 4.47µM* | . | 3.16µM*
37 | COC(=O)c1ccccc1NC(=O)CNCCc1ccc(OC)c(OC)c1 | 77.2%[activator] | -3.7% | 7.94µM* | 25.1µM* | -3.9% | 27.7% | -0.1% | 3.0% | 20µM*
38 | NC1=NC[C@H](Cc2ccc(O)cc2)N1CCc1cccc2ccccc12 | 0.9% | 38.0%[activator] | 9.6%[59 µM] | -32.1% | -13.2% | 15.6% | -3.8% | -6.0% | -21.7%
39 | CSc1ncccc1C(=O)OCc1ccc(Br)cc1 | -1.6% | -5.1% | 353.0%[activator] | 176.1%[activator] | -15.3% | 148.2%[activator] | 2.5% | -2.4% | 365.4%[activator]
40 | CC(=O)N(Cc1ccc(Br)cc1)c1cccc(C)c1C | -9.8% | -10.6% | 25.8% | 18.2% | 6.3% | 63.8%[activator] | 27.8% | -5.0% | 3.8%
41 | COc1cccc(C(=O)NC2CCN(C(=O)N3CCCCC3)CC2)c1 | -9.9% | 0.9% | 2.4% | -9.5% | 6.2% | 23.0% | -7.9% | -15.7% | -3.4%
42 | CC1CCCCN1CCn1c(=S)[nH]c2ncccc2c1=O (stereo not given) | -0.2% | 0.7% | ? | 39.8µM* | -6.3% | ? | 16.8% | -2.2% | -25.4%

Not all compounds are listed. The share of hits here may be higher or lower than overall.
